Screening results as filed in PubChem.
Rv3671c inh: inhibitors of M. tuberculosis serine protease Rv3671c; P9WHR9; inhibition, % at 5.96 µM; actives 0.048% (n = 320,000); AID 2606; in the data active means inhibition above about 38%;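 further: extracellular domain of Rv3671c used as enzyme; 0% = enzyme with DMSO and 100% = no enzyme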
Target sequence (P9WHR9 whole entry, looked up, the tested form may be a part): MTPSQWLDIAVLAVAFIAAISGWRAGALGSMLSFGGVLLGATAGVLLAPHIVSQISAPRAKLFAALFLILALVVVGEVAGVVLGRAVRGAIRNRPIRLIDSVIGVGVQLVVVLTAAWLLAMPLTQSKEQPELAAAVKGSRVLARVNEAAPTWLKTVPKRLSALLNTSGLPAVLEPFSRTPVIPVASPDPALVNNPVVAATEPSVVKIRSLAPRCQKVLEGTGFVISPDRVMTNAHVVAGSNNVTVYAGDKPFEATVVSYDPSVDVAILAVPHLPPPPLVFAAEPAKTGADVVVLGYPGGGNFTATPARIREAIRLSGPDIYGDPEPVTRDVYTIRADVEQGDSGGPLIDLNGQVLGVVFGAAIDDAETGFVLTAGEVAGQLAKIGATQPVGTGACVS
VHR inh abs: inhibitors of human VHR1 phosphatase (DUSP3); inhibition, % at 13.3 µM; P51452; AID 1654; recombinant VHR phosphatase, pNPP absorbance; actives 0.52% (n = 290,000); in the data active means inhibition above about 50%; further: some compounds called inactive have numbers as strong as hits
Target sequence (P51452 whole entry, looked up): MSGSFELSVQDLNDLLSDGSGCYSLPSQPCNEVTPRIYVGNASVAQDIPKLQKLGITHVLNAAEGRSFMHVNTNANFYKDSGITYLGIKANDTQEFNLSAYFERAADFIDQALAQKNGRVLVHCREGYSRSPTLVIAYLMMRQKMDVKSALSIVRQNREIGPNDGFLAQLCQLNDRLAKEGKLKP
BH1578 lux ind: inducers of Vibrio cholerae quorum light production without autoinducers; V. cholerae BH1578 lux reporter, luminescence, 6 h; activation, % at 18.7 µM; actives 0.16% (n = 350,000); in the data active means activation mostly above about 9.7%, no sharp cut-off; further: not every result past the cut was called active; inactives centre near 0; reference of the scale not given here
Yp Topo-I inh: blocks Yersinia pestis topoisomerase I activity. activity, % at 10 µM. Y. pestis Topo-I cleavage product accumulation, plate reader. actives 0.064% (n = 360,000); in the data active means activity above about 50%, passing the limit was not always enough; further: inactives centre near 2
PrPC TRFRET: inhibitors of human cell surface prion protein PrPC; inhibition, % at 13.8 µM; TR-FRET read-out; actives 0.43% (n = 370,000); AID 720596; in the data active means inhibition above about 24%; further: 0% = median of the test wells and 100% = reference compound wells
SARS 3CLpro inh: SARS-CoV 3CLpro protease inhibition. AID 1706. recombinant SARS-CoV 3CLpro, quenched FRET peptide cleavage. P0C6X7. actives 0.14% (n = 290,000). inhibition, % at 6 µM; in the data active means inhibition above about 12%
PriA SSB inh: K. pneumoniae PriA-SSBct interaction inhibition. actives 0.6% (n = 430,000). inhibition, % at 33 µM. AlphaScreen SSBct-PriA binding, biotinylated peptide. AID 1272365; in the data active means inhibition mostly above about 37%, no sharp cut-off; inactive means mostly below about 20%;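 further: plate controls were negative control peptide for no effect and reference peptide for full effect; strong numbers were not always called active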
CCHFV vOTU inh: CCHFV vOTU protease inhibition; Pep-AMC fluorescence; inhibition, % at 11.5 µM; actives 0.55% (n = 370,000); AID 651958; in the data active means inhibition above about 30%; further: 0% = vehicle wells with enzyme and 100% = no enzyme wells
TcdB GH inh: blocks C. difficile toxin B glycohydrolase activity; actives 0.24% (n = 350,000); TcdB glycohydrolase enzymatic assay, plate reader; P18177; AID 652162; inhibition, % at 9.99 µM; in the data active means inhibition above about 10%
MazF activator: MazEF (E. coli) toxin RNase activation. FAM/BHQ RNA-DNA oligo cleavage fluorescence, 5 h. actives 0.32% (n = 350,000). P0AE70. activation, % at 20 µM; in the data active means activation above about 50%
Target sequence (P0AE70 whole entry, looked up): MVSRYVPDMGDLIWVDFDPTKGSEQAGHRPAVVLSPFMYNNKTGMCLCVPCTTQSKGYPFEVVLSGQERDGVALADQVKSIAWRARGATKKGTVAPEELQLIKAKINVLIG
Numbers without * were called inactive; i = inactive; nt = not tested or not shown; & = joins results of further samples.

SMILES	Rv3671c inh	VHR inh abs	BH1578 lux ind	Yp Topo-I inh	PrPC TRFRET	SARS 3CLpro inh	PriA SSB inh	CCHFV vOTU inh	TcdB GH inh	MazF activator
COc1ccc(CN(C(=O)c2snc(C(N)=O)c2N)C(C(=O)NC(C)(C)C)c2ccco2)cc1 (stereo unspecified)	-2	50	i	2	nt	-3	-1	nt	1.9	3
CC1(C(=O)NS(=O)(=O)c2cccc(C#N)c2)CCN1C(=O)CC1CCCC1 (stereo unspecified)	nt	nt	0.1	7	0	nt	nt	-16	0.2	nt
CCCc1cc(=O)[nH]c(SCC(=O)Nc2ccc(Br)cc2Br)n1	4	-4	-0.4	8	9	1	-19	0	1.1	-3
CC(C)(C)C(=O)NC(Nc1cccc2cccnc12)C(Cl)(Cl)Cl (stereo unspecified)	-8	-14	nt	1	8	5	87*	9	nt	-6
C=CCn1c(-c2cccn(Cc3cccc(Cl)c3)c2=O)n[nH]c1=S	0	17	i	9	-8	-4	1	-2	nt	8
COc1ccccc1C(=O)NCCNC(=O)c1ccc(C)nc1	-2	2	-1.0	-8	5	-4	-13	-3	-0.6	-1
O=C(CSc1nc2ccccc2c(=O)n1-c1ccccc1)c1cccc([N+](=O)[O-])c1	0	nt	i	3	0	nt	4&-4	-9	-0.4	0
Cc1cn([C@H]2C[C@H](O)[C@@H](CNCC3=Cc4cc(O)ccc4OC3)O2)c(=O)[nH]c1=O	nt	nt	-0.4	-2	-3	nt	nt	6	3.6	7
NC(=S)N/N=C1\CCSc2ccc(Cl)cc21	-2	10	i	3	2	2	nt	3	3.4	40
CS(=O)(=O)c1cnc2c(-c3ccsc3)cnn2c1N	16	26	i	6	4	1	2	-15	6.5	-4
O=C(CN(C(=O)c1csnn1)c1cccc(Cl)c1)NCCc1ccccc1	7	8	i	6	5	4	-4	1	1.3	-3
CCOC(=O)c1sc(Nc2nc3ccc(OC)cc3s2)cc1C	-3	-13	-4.5	-3	22	-1	11&-10	-9	nt	5
O=C(Cn1nnc(-c2ccccc2)c1COc1ccc2ccccc2c1)NCC1CC1	nt	nt	-0.1	27	10	nt	nt	7	-0.7	nt
Cc1ccc(-c2csc(-c3c[nH]c4ccccc34)n2)cc1	-1	6	0.0	-7	-13	8	-10	-2	nt	-8
COc1ccc(CN2c3cc(S(=O)(=O)N4CCOCC4)ccc3N3CCCC32)cc1 (stereo unspecified)	8	-20	-0.7	10	-3	1	-1	9	nt	5
COc1ccc2[nH]c(=O)c(CNC3CCCCC3)cc2c1	-3	5	1.4	-5	0	-3	-12	-27	nt	-1
Cc1ncc([N+](=O)[O-])n1CC(=O)Nc1cccc(C(F)(F)F)c1	4	40	-0.6	0	-8	-6	-5	-10	0.0	0
Cc1ccc(CC(=O)N2CCN(Cc3ccccc3)CC2)cc1	-2	2	-1.0	-2	6	-1	-12	-5	-5.4	-5
CN(C)c1cccc(C(=O)NCc2ccc(Cl)cc2)c1	-12	24	0.3	5	-3	0	-10	-2	-0.2	8
COc1ccc(NC(=O)COc2cccnc2[N+](=O)[O-])cc1OC	-3	6	-0.2	0	-9	2	1	13	-0.6	0
N=c1c2c(-c3ccccc3)c(-c3ccccc3)n(Cc3ccco3)c2ncn1CCO	-4	18	1.4	20	-12	4	-9	5	2.1	25
COc1ccc(NCc2nnc(SCC(=O)c3ccc(OC)cc3)o2)cc1	-6	23	-0.3	0	5	2	13	-4	nt	-3
COc1cccc(CNc2nc3cc(-c4ccc(C)cc4)sc3c(=O)n2C)c1OC	nt	nt	-0.7	2	4	nt	nt	2	0.9	nt
CCC(CC)c1nnc(NC(=O)c2nc3nc(C)cc(C)n3n2)s1	6	4	16	5	-2	-3	-12	-6	nt	0

A stretch from further up, for reference:
SMILES	Rv3671c inh	VHR inh abs	BH1578 lux ind	Yp Topo-I inh	PrPC TRFRET	SARS 3CLpro inh	PriA SSB inh	CCHFV vOTU inh	TcdB GH inh	MazF activator
NC(=S)N/N=C1\CCSc2ccc(Cl)cc21	-2	10	i	3	2	2	nt	3	3.4	40
CS(=O)(=O)c1cnc2c(-c3ccsc3)cnn2c1N	16	26	i	6	4	1	2	-15	6.5	-4
O=C(CN(C(=O)c1csnn1)c1cccc(Cl)c1)NCCc1ccccc1	7	8	i	6	5	4	-4	1	1.3	-3
CCOC(=O)c1sc(Nc2nc3ccc(OC)cc3s2)cc1C	-3	-13	-4.5	-3	22	-1	11&-10	-9	nt	5
O=C(Cn1nnc(-c2ccccc2)c1COc1ccc2ccccc2c1)NCC1CC1	nt	nt	-0.1	27	10	nt	nt	7	-0.7	nt
Cc1ccc(-c2csc(-c3c[nH]c4ccccc34)n2)cc1	-1	6	0.0	-7	-13	8	-10	-2	nt	-8
COc1ccc(CN2c3cc(S(=O)(=O)N4CCOCC4)ccc3N3CCCC32)cc1 (stereo unspecified)	8	-20	-0.7	10	-3	1	-1	9	nt	5
COc1ccc2[nH]c(=O)c(CNC3CCCCC3)cc2c1	-3	5	1.4	-5	0	-3	-12	-27	nt	-1
Cc1ncc([N+](=O)[O-])n1CC(=O)Nc1cccc(C(F)(F)F)c1	4	40	-0.6	0	-8	-6	-5	-10	0.0	0
Cc1ccc(CC(=O)N2CCN(Cc3ccccc3)CC2)cc1	-2	2	-1.0	-2	6	-1	-12	-5	-5.4	-5
CN(C)c1cccc(C(=O)NCc2ccc(Cl)cc2)c1	-12	24	0.3	5	-3	0	-10	-2	-0.2	8
COc1ccc(NC(=O)COc2cccnc2[N+](=O)[O-])cc1OC	-3	6	-0.2	0	-9	2	1	13	-0.6	0
N=c1c2c(-c3ccccc3)c(-c3ccccc3)n(Cc3ccco3)c2ncn1CCO	-4	18	1.4	20	-12	4	-9	5	2.1	25
COc1ccc(NCc2nnc(SCC(=O)c3ccc(OC)cc3)o2)cc1	-6	23	-0.3	0	5	2	13	-4	nt	-3
COc1cccc(CNc2nc3cc(-c4ccc(C)cc4)sc3c(=O)n2C)c1OC	nt	nt	-0.7	2	4	nt	nt	2	0.9	nt
CCC(CC)c1nnc(NC(=O)c2nc3nc(C)cc(C)n3n2)s1	6	4	16	5	-2	-3	-12	-6	nt	0

The list goes on.
SMILES	Rv3671c inh	VHR inh abs	BH1578 lux ind	Yp Topo-I inh	PrPC TRFRET	SARS 3CLpro inh	PriA SSB inh	CCHFV vOTU inh	TcdB GH inh	MazF activator
COc1cccc(/C=C2/C(=O)NN(c3ccccc3)C2=O)c1	nt	34	-0.6	4	6	6	-7	-9	-0.7	7
CCOc1ccc(-n2c(SCC(=O)Nc3cc(OC)c([N+](=O)[O-])cc3C)nc3ccccc32)cc1	-6	2	-0.4	-3	-5	-4	2	-12	0.3	2
O=C(Cc1ncn[nH]1)NCCc1ccccc1	-7	-20	-0.4	7	-2	-5	-20	1	1.2	4
CC(NCCc1ccc(S(N)(=O)=O)cc1)C(=O)NCc1ccccc1 (stereo unspecified)	-4	-27	0.7	1	-5	-3	0	4	0.5	5
NC(=O)c1cc(Br)cc2c3c([nH]c12)CCCC3	-5	13	-0.8	-7	11	0	14	16	nt	7
Clc1ccc(C(c2nnnn2C2CCCC2)N2CCN(Cc3ccncc3)CC2)cc1 (stereo unspecified)	4	13	i	38	4	2	-2	3	nt	-3
CCN(C(=O)COC(=O)/C(=C/c1ccccc1)n1nnnc1C)C1CCCCC1	2	nt	-1.1	13	-1	nt	-2	6	0.0	4
OCC1OC2C(NC(=S)N2c2ccccc2)C(O)C1O (stereo unspecified)	nt	nt	i	-7	5	nt	-10	-11	0.7	4
COc1cccc(/C=N/N2C(=O)NC3(CCCCC3)C2=O)c1O	3	14	0.4	10	-6	0	nt	11	nt	1
CCc1ccccc1OCC(=O)N1CCN(c2ncccn2)CC1	nt	nt	-6.2	-2	-5	nt	-22	-2	2.5	0
CC(=O)N1CCN(S(=O)(=O)c2cccc(C(=O)NNC(=O)COc3c(C)cccc3C)c2)CC1	-1	nt	6.8	4	-3	nt	4	-3	-1.2	-5
Cc1ccccc1CO/N=C/c1[nH]ncc1Br	5	18	i	0	-2	-1	nt	-11	0.8	12
COc1cc(C(O)c2nc(-c3cnn(C)c3)cs2)ccc1F (stereo unspecified)	nt	nt	-0.1	-2	-8	nt	nt	-1	1.6	nt
Cc1ccc(S(=O)(=O)Nc2ccccn2)cc1[N+](=O)[O-]	0	15	i	-10	-8	3	-4	18	0.4	-9
Cc1ccc(CSCC(=O)Nc2ccc3c(c2)OCO3)cc1	-8	-25	-0.1	14	7	1	-2	8	0.6	9
Oc1ccccc1N=Nc1ccccc1O	nt	8	-0.2	-1	-14	2	41	6	-0.5	11
NS(=O)(=O)c1ccc(CCNC(=O)CSc2nc3ccccc3c3nc(CCN4CCCCC4)nn23)cc1	1	-3	-3.6	0	4	2	0	7	1.9	4
Cc1nc(C)c(C(=O)Nc2nc3c(C)cccc3s2)o1	0	5	i	-11	5	-4	-6	3	nt	-10
CC(=O)NC1CC2CCCC(C1)N2C(=O)Nc1cccc(C)c1 (stereo unspecified)	nt	nt	i	-10	4	nt	0	-10	1.1	-3
Cc1cccc(NC(=O)COC(=O)[C@@H]2CCCN2C(=O)c2cccs2)c1	0	nt	i	2	-3	nt	-13	3	0.4	6
N#CCc1ccc(NS(=O)(=O)c2ccc(N3CCCC3=O)cc2)cc1	0	21	i	3	2	-1	-8	1	1.7	2
O=C(O)c1cccc2[nH]c(C(F)(F)F)nc12	3	14	0.1	-7	-10	3	-5	-3	nt	-1
C[C@H](CO)N1C[C@H](C)[C@@H](CN(C)C(=O)NC2CCCCC2)Oc2ccc(NC(=O)C3CC3)cc2C1=O	nt	nt	0.0	-1	6	nt	-3	11	0.2&9.2	7
Cn1c(SCC(=O)N/N=C/c2cccs2)nc2ccccc21	4	3	-0.4	4	-4	3	nt	-6	nt	1
C=CC#CC1(O)CC(C)N(C)CC1C (stereo unspecified)	-12	5	-0.3	-1	4	3	-15	6	-0.4	-17
COC(=O)c1c(NC(=O)Cc2ccccc2)sc2c1C(C(=O)OC)CC2 (stereo unspecified)	10	11	-3.0	28	-8	-1	3	15	0.8	-12
CCCCn1c(O)c(C=NC2CCCCC2N)c(=O)[nH]c1=O (stereo unspecified)	1	4	i	5	-1	-5	8	-6	nt	-13
COc1ccc(NC(=O)ON=C2c3ccccc3-c3ccccc32)cc1	-4	12	-4.2	-2	-1	1	-1	-2	nt	11
CCCSC1=C(C#N)C(c2ccccc2C)C(C(=O)OC)C(=O)N1 (stereo unspecified)	-3	32	i	-7	4	-7	-18	-1	1.4	-16
Cc1[nH]nc(S(=O)CC(=O)O)c1[N+](=O)[O-] (stereo unspecified)	4	3	-0.8	-10	6	1	-9	7	-0.6	0
COc1cc(C(=O)Nc2ccc(N3CCCS3(=O)=O)cc2)c([N+](=O)[O-])cc1OC	5	nt	i	-1	-19	nt	5	-2	0.4	4
Cc1cccn2c(=O)c(C=O)c(Cl)nc12	-8	29	-0.4	-1	-2	2	0	-2	0.6	10
CC(C)(C)NC(=O)NC(=O)COC(=O)Cc1c(F)cccc1Cl	13	12	i	1	8	0	-1	-1	-0.9	2
c1cn2c(-c3ccoc3)cncc2n1	nt	nt	i	-1	-4	nt	nt	-16	0.2	nt
O=S(=O)(c1ccccc1)[C@@]1(c2ccccc2)C[C@@H]2ON=C(c3cccc(Br)c3)[C@@H]2C1	-7	nt	-2.2	6	-2	nt	-3	-6	0.1	-2
COc1ccc(NC(=O)CN(C)CC(=O)N(CC(C)C)c2c(N)n(CC(C)C)c(=O)[nH]c2=O)cc1	3	nt	-0.3	-11	-1	nt	8	-4	0.7	-7

Only part of the results is shown; the hit share may differ from the screen's.
